High-throughput results: PubChem, several laboratories
NPY Y1 blocker = antagonists of human neuropeptide Y receptor Y1; HEK293-CNG Y1 cells, membrane potential fluorescence; NPY at EC95, then isoproterenol; actives 1% (n = 200,000); inhibition, % at 3.6 µM; P25929;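 active means inhibition above the campaign mean inhibition of all tested compounds plus 3 SD, cut at about 20% in these data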;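 further: 0% = DMSO wells given NPY plus isoproterenol and 100% = isoproterenol alone without NPY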
Target sequence (P25929 whole entry, looked up): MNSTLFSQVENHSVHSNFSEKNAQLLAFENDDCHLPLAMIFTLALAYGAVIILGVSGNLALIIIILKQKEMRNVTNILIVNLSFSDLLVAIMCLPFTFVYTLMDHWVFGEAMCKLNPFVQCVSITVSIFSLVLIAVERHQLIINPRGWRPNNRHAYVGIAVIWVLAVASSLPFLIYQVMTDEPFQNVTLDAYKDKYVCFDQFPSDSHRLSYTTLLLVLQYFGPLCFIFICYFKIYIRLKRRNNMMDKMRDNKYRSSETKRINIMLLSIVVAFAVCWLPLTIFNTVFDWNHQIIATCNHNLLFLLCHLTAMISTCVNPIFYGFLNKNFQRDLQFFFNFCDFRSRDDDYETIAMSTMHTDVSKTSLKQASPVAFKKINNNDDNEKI
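Material: HEK293 Y1/CNG channel cell line; also added: NPY (25 nM), isoproterenol (1 µM), Ro 20-1724 (25 µM); doses: one concentration, 3.6 µM, in 0.4% DMSO; schedule: compound incubation 1 h at room temperature, readout 45 min post-stimulation; technique: membrane potential fluorescence; measure: fluorescence ratio normalized to % inhibition between controls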
NPY1 pot ag = potentiators or agonists of human neuropeptide Y receptor Y1; activation, % at 3.6 µM; P25929; AID 1304; actives 0.37% (n = 220,000); NPY-Y1 expressing cells, potentiator/agonist activation; in the data active means activation above about 33%, passing the limit was not always enough;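 further: cells stimulated with NPY at EC10 then isoproterenol at EC100; 0% = low agonist plus stimulus and 100% = saturating agonist plus stimulus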
BaF3 tox = reduces parental Ba/F3 cell viability, JAK2V617F counter-screen; CellTiter-Glo ATP luminescence; inhibition, % at 5.6 µM; actives 1.1% (n = 220,000); AID 1486;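 active means inhibition above a per-campaign cutoff, the mean inhibition of all tested compounds plus 3 SD, cut at about 27% in these data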;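 further: 0% = DMSO wells and 100% = JAK Inhibitor I control wells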
CHOP inhibitor = CHOP inhibition in unfolded protein response. AID 2732. inhibition, % at 10 µM. actives 3.8% (n = 220,000). CHO-K1 CHOP-promoter luciferase, tunicamycin-induced, 15-18 h;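 active means compounds that reduced the stress-induced luciferase reporter signal by more than about 70% of percent inhibition, limit read from the data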;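 further: 0% = tunicamycin plus vehicle and 100% = wells without tunicamycin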
S1P4 ag = activates the human S1P4 receptor; O95977; S1P4-expressing cell line, agonist reporter assay; activation, % at 4.98 µM; actives 0.35% (n = 220,000); in the data active means activation above about 11%;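 further: 0% = DMSO vehicle and 100% = reference agonist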
Target sequence (O95977 whole entry, looked up): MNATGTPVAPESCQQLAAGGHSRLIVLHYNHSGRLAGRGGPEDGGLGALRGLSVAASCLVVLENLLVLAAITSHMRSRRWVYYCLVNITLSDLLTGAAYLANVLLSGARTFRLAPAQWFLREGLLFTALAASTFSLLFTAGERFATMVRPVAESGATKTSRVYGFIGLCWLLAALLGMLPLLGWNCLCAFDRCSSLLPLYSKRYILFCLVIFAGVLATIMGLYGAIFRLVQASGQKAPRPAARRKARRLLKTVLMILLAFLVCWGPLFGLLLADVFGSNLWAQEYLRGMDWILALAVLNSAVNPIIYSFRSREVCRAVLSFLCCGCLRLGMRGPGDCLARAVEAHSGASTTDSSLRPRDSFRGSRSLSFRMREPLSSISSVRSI
Ba/F3 V617F tox = lowers viability of Ba/F3 cells expressing EpoR and JAK2V617F; ATP luminescence; inhibition, % at 5.6 µM; actives 1.1% (n = 220,000); AID 1446;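 active means inhibition above the campaign mean plus 3 SD over all tested compounds, cut at about 24% in these data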;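 further: cytokine-independent growth of Ba/F3 cells driven by EpoR plus mutant JAK2; 0% = DMSO-treated cells and 100% = JAK inhibitor I control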
NPY2 pot ag = potentiators or agonists of human neuropeptide Y receptor Y2 | cells expressing NPY-Y2, potentiator/agonist read-out | activation, % at 3.6 µM | actives 0.45% (n = 220,000) | AID 1359; in the data active means activation above about 27%;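 further: cells stimulated with NPY near EC25 plus isoproterenol at EC100; 0% = vehicle plus submaximal agonist and 100% = vehicle plus saturating agonist; some results beyond the cut were filed as inactive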
NCF1 inh = p47phox (human) inhibition; P14598; p47phox/p22phox peptide binding, fluorescence polarization, 2 h; inhibition, % at 24.7 µM; actives 0.53% (n = 220,000);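 active means inhibition above about 30%, limit read from the data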;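 further: 0% = p47phox with labelled peptide and 100% = labelled peptide alone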
S1P4 antagonist = antagonists of human S1P4 receptor | O95977 | S1P4-expressing cells, antagonist mode, reporter read-out | inhibition, % at 4.98 µM | actives 0.26% (n = 220,000) | AID 1510; in the data active means inhibition above about 29%;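 further: 0% = wells stimulated with agonist and 100% = vehicle wells without agonist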
Active calls of the source: *; x = not tested or not shown.

Each structure is followed by: NPY Y1 blocker, NPY1 pot ag, BaF3 tox, CHOP inhibitor, S1P4 ag, Ba/F3 V617F tox, NPY2 pot ag, NCF1 inh, S1P4 antagonist
1. Cc1ccccc1NC(=S)N(Cc1ccco1)C(C)c1cccs1 (stereo not given)
    3, 12, 8, -6, 1.3, -1, 1, -10, 1
2. Cc1ccc(-c2cc3nc(C)cc(NCc4ccco4)n3n2)cc1
    -1, -4, 3, -20, 0.9, 0, 16, -51, -7
3. O=C1CCN(S(=O)(=O)c2ccccc2)N1
    1, -4, 5, 0, 0.8, -2, -13, -11, -8
4. Cc1c(N=N/C(C(=O)Nc2ccccc2)=C(/O)c2ccccc2)c(=O)n(-c2ccccc2)n1C
    8, 7, 1, 12, 1.1, -1, 4, -35, -26
5. CCOc1ccc(NC(=O)C(C)Sc2nnc(C)n2C)cc1 (stereo not given)
    -4, -31, 1, -18, 3.8, -1, 6, -10, -1
6. COCCNC(=S)N1CCN(C(=O)C(=O)Nc2ccc(C(=O)OC)cc2)CC1
    2, 2, 4, 22, 2.2, -4, 1, -9, -12
7. CCN(CC)CCCSc1nc2ccccc2s1
    13, -3, 7, -13, -1.1, 1, -7, 9, -4
8. C/C=C(\C)C(=O)NCCN1C2=NC[C@H](C(C)C)N2C[C@@H]1Cc1ccc(OC)cc1
    1, 11, 1, -14, -1.1, -1, -2, 4, 3
9. Cc1ccc(CS(=O)(=O)CCC(=O)NCCN2CCCC2)cc1
    5, -2, 1, 58, 0.3, -2, 3, -10, -5
10. O=C(c1ccco1)N1CCN(C(=S)Nc2cccc([N+](=O)[O-])c2)CC1
    3, 4, 1, -9, 1.4, -4, -3, -9, 5
11. O=C1Cn2c(nc3ccccc32)N1c1ccccc1F
    10, -7, 3, 9, 2.3, -1, 0, -10, -11
12. COc1ccc(S(=O)(=O)N2CCC(C(=O)Nc3ccc(OC)c(OC)c3)CC2)cc1C
    -4, -9, -1, x, 2.6, -3, -8, x, -18
13. CCOC(=O)COc1c(OC)cc(Cl)cc1C1Nc2ccccc2C(=O)N1c1ccc(F)cc1 (stereo not given)
    6, 20, 6, 16, 0.5, 2, 0, -4, 3
14. CCn1cc(-c2cc(C(F)(F)F)n3nc(C(=O)O)cc3n2)c(C)n1
    1, 9, 5, 28, 0.9, 1, 8, -10, -9
15. Nc1cc2nn(-c3ccccc3)nc2cc1Cl
    3, -2, 0, -30, 3.0, -1, -12, -7, 13
16. COc1ccccc1OCCCC(=O)Nc1ccc([N+](=O)[O-])cc1Br
    12, -34, 7, 0, 0.0, 2, -11, -4, 3
17. COc1cccc(N2CCN(C(=O)NC3CCCCC3)CC2)c1
    1, 6, 1, 19, 1.4, -3, 1, -7, -7
18. CCOC(=O)c1ccc(NC(=O)CNC(=O)C23CC4CC(CC(C4)C2)C3)cc1
    -1, -4, -1, 38, -0.6, 0, -5, -9, 4
19. CN1CCN(c2nnc(-c3ccccc3)c(-c3ccccc3)n2)CC1
    x, -22, -2, -3, 0.3, 0, -7, -2, -2
20. [O-]/[N+](=C\c1ccncc1)c1ccccc1
    -2, -13, 3, -5, 3.8, 1, -11, 6, 4
21. Cc1cccc(S(=O)(=O)Nc2ccc(-c3nc4ccc(C)cc4s3)cc2)c1
    -4, -4, 2, -6, 0.8, 0, 9, -46, -17
22. OCC1CCCN(c2ncnc3scc(-c4ccccc4)c23)C1 (stereo not given)
    1, 13, 3, 18, 1.0, 0, 3, -5, -23
23. O=C(CSc1nnc(-c2ccco2)n1CC1CCCO1)N1CCCCC1 (stereo not given)
    6, 8, 7, 7, 2.2, -1, 2, -17, 0
24. CC(C)C(=O)NCCc1nc2ccccc2n1C
    -2, -8, 5, 25, 1.9, 2, -5, -12, -19
25. Cc1cccc(N(CC(=O)NCc2ccc3c(c2)OCO3)C(=O)CCC(=O)Nc2ccccn2)c1
    2, 9, 6, 41, 1.8, -2, 14, 1, -9
26. COc1ccc(S(=O)(=O)NCC2CCCN(C(=O)c3cccnc3)C2)cc1 (stereo not given)
    7, 26, 6, -11, 2.7, -2, 4, -6, -1
27. CCCCNC(=O)/C=C/c1ccc(OC)c(Br)c1
    7, -21, 1, 16, -0.2, 0, -26, -4, 1
28. COc1ccc(-c2cnn(C3CCS(=O)(=O)C3)c2N)cc1 (stereo not given)
    0, -2, 0, 18, 0.3, -3, 15, -1, -2
29. CCCCNC(=O)C1CCN(c2nc(OC)nc(OC)n2)CC1
    -3, -3, 7, -26, -1.1, 7, 2, 5, -25
30. CC1(C)CC(=O)C=C(NC2=CC3OC(c4ccccc4)OCC3OC2=O)C1 (stereo not given)
    6, 27, 13, 103*, 0.1, -1, 25, -8, 17

Each structure is followed by: NPY Y1 blocker, NPY1 pot ag, BaF3 tox, CHOP inhibitor, S1P4 ag, Ba/F3 V617F tox, NPY2 pot ag, NCF1 inh, S1P4 antagonist
31. CCCC(=O)c1c[nH]c(C(=O)NCCCN2CCOCC2)c1
    3, -1, 1, 2, -0.6, 1, 9, 1, 10
32. Cc1ccc(-n2c(N)c(C(=O)NCc3cccnc3)sc2=S)cc1
    -1, -3, 10, -1, -1.9, 6, -10, -18, -22
33. O=C(c1cccnc1Nc1ccc2c(c1)CCC2)N1CCOCC1
    -5, 21, 0, -3, 1.1, -4, -4, -2, -20
34. CC(=O)NC(Cc1ccccc1)C(=O)OCC(=O)c1ccc(Br)cc1 (stereo not given)
    3, -2, 7, -18, 0.7, 0, 3, -1, -10
35. O=C(COC(=O)CCN1C(=O)c2cccc([N+](=O)[O-])c2C1=O)NC1CCS(=O)(=O)C1 (stereo not given)
    2, -1, 8, -9, -1.3, -3, -4, -7, 4
36. O=C1CN(c2nc(-c3cccs3)nc3sc4c(c23)CCCC4)CCN1
    -3, -3, 11, 17, -0.8, 7, -3, -34, -25
37. COC(=O)/C(=N/Nc1ccccc1C)Sc1nnc(C(O)c2ccccc2)n1-c1ccccc1 (stereo not given)
    -6, 5, 6, 16, 1.4, -2, 9, -5, -5
38. CCOc1ccc(NC(=O)CC)cc1
    -3, -6, 5, 15, 0.9, -2, -3, -3, -11
39. CC(C)OC(=O)C(=O)NNc1ccccc1
    1, 9, 9, 40, -2.3, 1, -2, -4, 9
40. O=C1CC(c2ccc(Cl)cc2)n2nc(N3C(=O)c4ccccc4C3=O)nc2N1 (stereo not given)
    0, -22, 5, 18, 1.7, 1, -3, -22, -11
41. OC(CSc1c(Cl)cccc1Cl)CN1CCN(c2ccccc2F)CC1 (stereo not given)
    9, 38, 3, 97*, -1.1, -2, -18, 2, -7
42. Cc1noc2c1C(c1ccc(N(C)C)cc1)C1=C(CC(C)(C)CC1=O)N2 (stereo not given)
    5, -8, 6, 16, -1.4, 0, 15, -12, 2
43. O=C1NCCN(Cc2ccc(F)cc2)C1CC(=O)N1CC=C(c2ccccc2)CC1 (stereo not given)
    x, 14, -6, 2, 1.0, 2, -30, -28, -18
44. CCn1c(SCC(=O)OC)nnc1-c1ccccc1
    -2, -9, 4, 2, 1.2, -2, 0, -15, -7
45. CC(C)(C)C1CCC(OC(=O)CCC(=O)Nc2ccccc2)CC1 (stereo not given)
    -1, -5, 6, 71*, 1.4, 4, -6, -24, -19
46. COc1ccc(NC(=O)CSc2ccc(C)cc2)cc1
    1, 7, 0, 4, 0.0, -4, -10, 1, 0
47. CCCN1C(=O)/C(=c2\s/c(=C3\C=Cc4ccccc4N3CC)c(=O)n2-c2ccccc2)SC1=S
    0, 8, 2, -9, 0.7, -2, 13, 70*, -10
48. Cc1ccc(S(=O)(=O)NNC(=O)c2ccccc2O)cc1
    5, -10, 4, -5, 1.6, -1, 6, -14, -28
49. CCN(CCCn1c(=S)[nH]c2ccc(N3CCOCC3)cc2c1=O)c1ccccc1
    -7, 10, 11, -16, -0.1, 4, 10, -4, -3
50. O=C(Nc1nc(-c2ccco2)c(-c2ccco2)s1)C1CC(=O)N(c2ccc3c(c2)OCCO3)C1 (stereo not given)
    -4, -6, 6, -17, -1.0, -1, 0, -69, -8
51. Cc1noc(C)c1COc1ccc(C(=O)OCC(=O)N2CC3(C)CC2CC(C)(C)C3)cc1 (stereo not given)
    -1, 2, -1, 16, -1.0, 3, -18, 8, -7
52. O=C(C1CCCN(S(=O)(=O)c2cccc3nonc23)C1)N1CCN(c2cccc(Cl)c2)CC1 (stereo not given)
    -1, -16, 0, 47, 1.2, -4, 5, -24, 3
53. CC(C)=NNc1nc(-c2ccc([N+](=O)[O-])cc2)cs1
    2, 14, 4, -4, 2.5, 2, 8, -12, 9
54. N#CC1=C(N)C(C#N)(C#N)C2(C(=O)Nc3ccccc32)C2CCCC=C12 (stereo not given)
    10, -5, 10, 22, -1.8, 3, -3, -113, 0
55. O=C(c1ccccc1)N1CCN(c2nc3ccc([N+](=O)[O-])cc3s2)CC1
    -3, 4, 4, 53, 3.1, 2, 4, -5, -13
56. C/C(=N\NC(=O)c1ccccc1C)c1ccc(N2CCOCC2)cc1
    -3, -3, 2, 8, -0.7, -1, 1, -6, -16
57. O=C(Nc1ccc2c3c(cccc13)CC2)c1ccco1
    -2, 18, 1, 31, 1.4, -4, -12, -3, -16
58. Cc1ccc(C)c(NC(=O)CCC(=O)NNC(=O)C(c2ccccc2)c2ccccc2)c1
    0, 18, 2, 29, 2.5, -4, -16, -7, 9
59. CCC(C)c1ccc(NC(=S)NC2CCN(Cc3ccccc3)CC2)cc1 (stereo not given)
    2, -13, 10, 87*, -0.9, 2, -4, -5, 3
60. Cc1nnsc1C(=O)Nc1ccccc1Cl
    3, -4, -1, 23, -0.3, -2, 2, 10, -2
61. O=C(CSc1nnc(COc2ccccc2)n1Cc1ccco1)NCc1ccco1
    7, 5, 2, 7, 3.1, 2, -9, -19, 7
62. COc1ccc(-c2nc3c(c(=O)c4ccccc4n3C)c(=O)n2Cc2ccccc2)cc1
    -3, -10, 6, 36, 0.3, 1, 5, 1, -24
63. O=C(CCCn1c(=S)[nH]c2ccc(Br)cc2c1=O)N1CCN(c2ccccn2)CC1
    5, -12, 8, 13, -1.8, 6, -21, -11, 6

Single values from the results shown.
Entry for entry 47 under NPY Y1 blocker: 0
Entry for entry 48 under NPY1 pot ag: -10

Fetched by compound from the entries so far:
Each structure is followed by: NPY Y1 blocker, NPY1 pot ag, BaF3 tox, CHOP inhibitor, S1P4 ag, Ba/F3 V617F tox, NPY2 pot ag, NCF1 inh, S1P4 antagonist
47. CCCN1C(=O)/C(=c2\s/c(=C3\C=Cc4ccccc4N3CC)c(=O)n2-c2ccccc2)SC1=S
    0, 8, 2, -9, 0.7, -2, 13, 70*, -10
56. C/C(=N\NC(=O)c1ccccc1C)c1ccc(N2CCOCC2)cc1
    -3, -3, 2, 8, -0.7, -1, 1, -6, -16

Not a hit list. About 7.1% of those tested had a hit in this group.
